Screening results as filed in PubChem.
Cardio protect: myocardial damage modulation in H9c2 cells | H9c2 cardiomyocytes, H2O2 injury protection, ATPLite, 2 h | protection from H2O2 cell death, % at 20 µM | hit rate 0.63% among 360,000 | AID 588492;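 active means compounds giving at least 50% protection of heart cells from peroxide-induced death in the single-dose screen, raw or plate-pattern-corrected value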;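 further: 0% = DMSO wells with peroxide and 100% = DMSO wells without peroxide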
Granule exo inh: blocks lytic granule exocytosis; inhibition, % at 10 µM; TALL-104 LAMP-1 surface exposure, flow cytometry; cells stimulated with thapsigargin and PMA; hit rate 0.66% among 360,000;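 active means inhibition above about 55%, limit read from the data; inconclusive means no clear call, values can overlap the other calls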
CaV13 FRET inh: Disruptors of the CACNA1D IQ motif to Ca2+-dependent inactivation inhibitor domain association, primary screening, Förster resonance energy transfer in intact living …; HEK cells, CFP/YFP FRET ICDI-IQ, plate reader, 10 min; percent FRET-ratio fall versus neutral wells; inhibition, % at 12.3 µM; hit rate 0.098% among 340,000; AID 743397;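 active means mean replicate inhibition of at least 30% and at least 1% of replicates passing that level; inconclusive means only one of the two criteria is met; inactive means neither criterion is met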;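 further: 0% = median of the neutral control wells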
m5-HT2A agonist: activates the mouse 5-HT2A serotonin receptor; AID 624169; activation, % at 7.6 µM; hit rate 0.66% among 360,000; CHO-K1 mHTR2A beta-arrestin complementation, luminescence; percent of 30 µM serotonin response;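 active means activation above a run cutoff, the mean activation of all tested compounds plus 3 SD, cut at about 14% in these data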;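 further: 0% = plate median of compound wells and 100% = 30 µM serotonin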
PDI turbidity: blocks human protein disulfide isomerase activity | PDI insulin aggregation turbidity, A650, 90 min | inhibition, % at 10 µM | P07237 | hit rate 0.052% among 350,000 | AID 588391;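 active means mean inhibition across replicates of 30% or more, whatever share of single replicates reach that level; inconclusive means mean inhibition below 30% while every single replicate reaches 30%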;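 further: absorbance from insulin aggregation driven by PDI reduction with DTT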
ABCB6 inh 2: blocks the human ABCB6 transporter. hit rate 0.19% among 360,000. K562-ABCB6 porphyrin accumulation, flow cytometry, 1 h; stronger effect = lower value. Q9NP58. fluorescence ratio to DMSO, % at 10 µM;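 active means fluorescence ratio to DMSO below 75%, the collection mean minus 3 SD; inconclusive means too few cells collected in the well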;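 further: signal is porphyrin accumulated inside mitochondria; 100% equals median channel fluorescence of DMSO control wells; lower ratio means ABCB6 inhibition with less porphyrin fluorescence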
Target sequence (Q9NP58 whole entry, looked up): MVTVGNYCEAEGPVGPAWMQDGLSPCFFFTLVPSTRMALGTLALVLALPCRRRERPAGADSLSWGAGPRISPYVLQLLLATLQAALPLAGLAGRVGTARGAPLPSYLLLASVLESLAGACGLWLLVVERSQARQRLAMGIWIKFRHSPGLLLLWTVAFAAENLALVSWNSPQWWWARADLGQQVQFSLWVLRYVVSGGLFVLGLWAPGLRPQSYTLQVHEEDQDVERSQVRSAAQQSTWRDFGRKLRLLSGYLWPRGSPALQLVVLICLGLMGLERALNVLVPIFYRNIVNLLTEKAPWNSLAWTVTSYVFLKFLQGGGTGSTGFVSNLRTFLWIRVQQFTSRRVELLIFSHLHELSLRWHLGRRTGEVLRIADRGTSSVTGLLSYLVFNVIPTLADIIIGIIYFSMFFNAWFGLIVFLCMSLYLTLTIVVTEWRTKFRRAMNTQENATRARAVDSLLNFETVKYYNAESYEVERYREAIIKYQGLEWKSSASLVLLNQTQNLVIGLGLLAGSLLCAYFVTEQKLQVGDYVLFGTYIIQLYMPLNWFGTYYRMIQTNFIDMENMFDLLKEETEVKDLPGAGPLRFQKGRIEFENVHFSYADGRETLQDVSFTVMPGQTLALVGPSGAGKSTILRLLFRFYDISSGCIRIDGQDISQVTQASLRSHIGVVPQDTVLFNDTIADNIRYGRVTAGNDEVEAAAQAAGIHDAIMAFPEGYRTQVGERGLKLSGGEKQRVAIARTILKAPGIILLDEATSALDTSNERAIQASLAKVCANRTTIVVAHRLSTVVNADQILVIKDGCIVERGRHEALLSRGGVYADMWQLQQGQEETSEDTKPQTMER
N-glyco inh: N-linked glycosylation inhibition; reporter increase, % at 12.5 µM; hit rate 0.23% among 360,000; D54 ERlucT glycosylation luciferase reporter, 24 h; percent of 100 nM tunicamycin response; AID 588692;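 active means mean luciferase reporter signal, scaled so untreated is 0 and the glycosylation-blocking control 100, at or above a set limit in every replicate; inconclusive means mean reaches the limit but not every replicate does; inactive means mean below the limit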;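 further: luciferase carries N-glycosylation sites so blocking glycosylation raises the light; 0% = median of neutral control wells and 100% = median of 100 nM tunicamycin wells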
Vif inh: blocks HIV Vif function | inhibition, % at 7.49 µM | HEK293T cells, Vif self-association by quenched fluorescence, imaging, 24 h | AID 602346 | hit rate 0.35% among 340,000; in the data active means inhibition above about 50%, passing the limit was not always enough; inconclusive means no clear call, values can overlap the other calls; inactive means below about 31%; further: some results filed as inactive read as strong as hits
aDG glyco act: alpha-DG glycosylation activation | Pro5-aDG cells, alpha-DG glycosylation AlphaScreen (IIH6); 0% Pro5, 100% B10-LARGE cell signal | activation, % at 10 µM | hit rate 0.22% among 360,000 | AID 624168;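 active means activation of at least 8% versus controls, or a plate z-score of at least 8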;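 further: Pro5 are CHO cells carrying HIG-tagged alpha-DG that lacks glycosylation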
iPSC survival up: increases survival of single human iPS cells; hiPSC single-cell survival, ATPlite luminescence; 100% = ROCK inhibitor wells, 0% = DMSO; survival enhancement, % at 20 µM; hit rate 0.044% among 360,000; AID 602274; in the data active means survival enhancement above about 18%;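 further: cells exposed to compounds for 16 hours before the ATP read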
The depositor's hits bear a star; u = inconclusive; x = no result given. Random draw from the library (roughly 3.1% active in at least one column).

molecule,m5-HT2A agonist,Granule exo inh,Vif inh,iPSC survival up,aDG glyco act,ABCB6 inh 2,PDI turbidity,Cardio protect,N-glyco inh,CaV13 FRET inh
CCSc1nc2c(c(=O)n1CC)SC(C)C2 (stereo unspecified),4,-1,-3,1.3,-0.2,101,7,4,-3,-8
CCN1C(=NCC2CC2)N[C@@H](c2ccccc2)C(C(=O)OC)=C1C,5,-3,0,-0.7,-0.3,100,6,-10,0,-4
Brc1ccccc1-c1nnc(COc2ncnc3c2cnn3-c2ccccc2)o1,1,3,-7,0.2,0.1,92,-6,-22,-8,x
COc1ccc(CCNC(=O)CSc2nnnn2C)cc1OC,3,-4,3,0.6,-0.1,98,-1,2,2,1
CC(=O)Oc1ccc(/C=C(\NC(=O)c2ccco2)C(=O)NCc2ccccc2)cc1,-1,21,-4,3.0,-0.1,91,11,20,2,-2
O=S(=O)(c1ccc(F)cc1)N1CCN(c2ncccn2)CC1,-1,-2,-1,0.5,-0.1,104,-3,-1,0,-11
CC1(C)C(=O)OC(c2cccn2-c2ccc([N+](=O)[O-])cc2)C2(CCCCC2)C1=O (stereo unspecified),1,-4,-7,-1.0,-0.5,93,2,-2,8,-16
O=Cc1c(F)cccc1N1CCCC1,-3,-5,1,0.3,0.4,98,4,2,3,-2
O=C(COC(=O)c1ccccc1NC(=O)c1ccco1)NCc1ccc2c(c1)OCO2,-2,4,-7,0.9,-0.5,102,0,-1,2,-4
COC(=O)c1ccc(N)nc1,0,-1,-3,6.6,0.0,94,2,-4,2,-6
NS(=O)(=O)c1ccc(NC(=O)CCC(=O)N2CCOCC2)cc1,-3,-6,58*,0.1,-0.1,94,20,-6,1,-2
O=C(Sc1ccccc1)c1cccc(Cn2cc(C(F)(F)F)ccc2=O)c1,5,-2,8,1.4,-0.1,98,1,-8,-3,-2
COC(=O)CSc1nc2cc(Cl)ccc2c(=O)n1C1CCCC1,5,2,2,1.5,0.0,97,-11,31,2,-4
Cc1ccc(F)c(NC(=O)CCOc2ccccc2C)c1,0,11,1,-0.6,0.0,105,0,-6,-3,-7
CN(C)/C=N/S(=O)(=O)c1ccc(Cl)c(Cl)c1,0,2,-3,0.3,0.1,102,16,-1,0,-5
CCc1cccc(NC(=O)CCSCCC(=O)Nc2cccc(CC)c2)c1,-5,-2,-8,-3.5,0.5,109,-4,-3,3,x
O=C(C[n+]1cccc(O)c1)Nc1ccc(Br)cc1,-1,-3,-5,-1.8,0.0,93,-2,7,4,-4
O=C(Cn1c(SCC(=O)NC2CCCC2)nnc1-c1ccncc1)Nc1ccc2c(c1)OCO2,3,6,-4,2.3,-0.1,87,-11,-1,1,x
CC(CCCC(C)(C)O)NC(=O)c1ccc(OC2CCN(C(=O)C3CC3)CC2)cc1 (stereo unspecified),-2,-3,-7,0.1,-0.1,98,-1,5,-1,-5
CCN(CC(=O)NCc1cccs1)CC(=O)Nc1ccc(C(N)=O)cc1,5,0,-3,0.0,-0.1,95,16,2,2,-8
COC(=O)c1sccc1NC(=S)Nc1ccc(F)cc1F,8,60*,2,2.5,0.2,99,1,-2,1,5
CCOC(=O)CC1=CC(C)(CC(=O)OCC)C(C#N)(C#N)C(N)=C1C#N (stereo unspecified),1,1,8,2.4,0.0,94,0,-2,1,x
COc1cccc(NC(=S)N2CCC(c3ccc(C)cc3)C2)c1 (stereo unspecified),-10,22,-9,0.3,0.2,99,-6,-18,0,-4
S=C(NCC1CCCO1)Nc1ccc(Cl)cc1Cl (stereo unspecified),0,-1,-7,2.8,0.1,98,5,-2,-2,-3
COc1ccc(NC(=S)N/N=C/c2cccn2Cc2ccc(F)cc2Cl)cc1,-3,3,-12,0.1,0.0,95,-3,-7,-7,-4
CCN(CC)S(=O)(=O)c1ccc(C)c(NC(=O)Cc2ccc(S(=O)(=O)N3CCOCC3)s2)c1,-21,28,-1,0.2,0.0,117,1,-3,1,-6
Cc1c(-c2ccccc2)n(O)[n+]([O-])c1-c1ccccc1,-3,0,4,-0.6,0.2,96,-3,2,-1,-6
CC(Sc1nc2c(c(=O)[nH]1)CCCC2)C(=O)Nc1ccccc1C#N (stereo unspecified),-2,-1,-2,-0.5,-0.1,98,7,19,-1,-3
COc1ccc(NC(=O)CC(C(=O)O)C(C)c2ccccc2)cc1 (stereo unspecified),2,0,-4,0.1,0.1,101,-22,5,4,2
Cc1ccc(-c2ccc(C(=O)Nc3ccccc3)o2)c2ccccc12,8,-6,-4,-0.5,0.0,103,0,-6,1,-5
S=C(NC1CCCCC1)NC1CC2C=CC1C2 (stereo unspecified),2,-8,-2,-0.5,1.5,105,1,0,-2,-21
CCCC(=O)Nc1nnc(CC(=O)OCC)s1,-2,-4,-5,2.9,-0.3,97,4,10,1,-2
O=C(COC(=O)COc1ccccc1[N+](=O)[O-])Nc1ccccc1Br,8,-1,x,-1.1,-0.1,97,10,2,0,-3
Cc1cc(C)c2c(c1C)C(=O)CCC2,-4,2,4,0.3,0.1,94,-12,5,1,-6
COc1ccc(NC(=O)c2ccc(-c3nn(C)c(=O)c4ccccc34)cc2)cc1C(N)=O,0,-2,-12,0.9,-0.2,96,-1,2,-1,-5
Cn1c(=O)c(-c2ccccc2)cc2ccccc21,-5,-11,-8,-0.5,0.1,96,-3,-2,1,-10
O=C(OCn1nnc2ccccc2c1=O)c1ccc(S(=O)(=O)N2CCOCC2)cc1,-1,-2,-5,0.7,-0.3,90,-12,5,-1,x
CN(C)c1ccc(S(=O)(=O)N2CCCCC2)cc1NC(=O)C1CSC2(C)CCC(=O)N12 (stereo unspecified),-3,-2,-5,-0.4,0.0,94,5,24,-4,-2
COc1ccc(N/N=C/c2c(C(=O)O)ccc3ccccc23)cc1,-4,u,-4,-0.4,0.3,102,-3,30,-11,9
O=C(CCl)Nc1cc2[nH]c(=O)[nH]c2cc1Br,1,17,18,-0.2,0.7,101,5,-4,5,-10
O=C(NCCc1ccc(Cl)cc1)C1CCC(=O)N1Cc1ccc(F)cc1 (stereo unspecified),-1,-2,2,3.7,0.0,97,5,-1,-2,-7
NC(=O)CC(NC(=O)Cc1ccc(Br)cc1)c1ccc(NC2CCCC2)c([N+](=O)[O-])c1 (stereo unspecified),4,-4,-9,3.9,-0.6,99,0,-6,38*,-7
Cn1cc(S(=O)(=O)N2CCC3(CC2)OCCO3)c(=O)n(C)c1=O,4,-5,15,-1.3,-0.2,98,x,6,2,-3
N#Cc1ccccc1S(=O)(=O)N1CCN(C(=O)CN2CCCSc3ccccc32)CC1,3,3,13,-0.5,0.0,103,-2,-12,-3,-3
Cc1cc(C)n(CC(O)COc2c(C)cccc2C)n1 (stereo unspecified),-4,3,0,1.4,-0.2,100,7,3,1,-19
COCCNc1nc(Nc2ccc(C)cc2C)c2sc(-c3ccccc3)cc2n1,-4,-2,-5,-1.2,-0.1,95,-5,-11,-3,-5
Cc1nc(-c2ccc(S(=O)(=O)Oc3ccccc3Cl)s2)cs1,-3,-4,-5,0.4,-0.2,93,-1,-7,2,-20
O=C(c1ccccc1Cl)N1CCN(c2ncccn2)CC1,1,6,-1,-0.8,-0.1,104,-1,0,1,-21
Cc1cccc(OCC(=O)N2CCN(C(=O)COc3ccc(Cl)cc3)CC2)c1,3,-1,-7,-0.3,0.1,95,6,0,-1,-3
COc1ccccc1CNc1nc(NCc2ccc3occc3c2)c2sccc2n1,-13,93*,-2,-2.2,0.2,94,-5,-25,-6,-7

Next part:
molecule,m5-HT2A agonist,Granule exo inh,Vif inh,iPSC survival up,aDG glyco act,ABCB6 inh 2,PDI turbidity,Cardio protect,N-glyco inh,CaV13 FRET inh
COc1ccc(C(=O)c2c3ccc(OC)cc3[n+]([O-])n2CCCC(N)=O)cc1,1,-10,-3,1.6,0.0,97,10,1,2,-11
Cc1ccc2c(c1)c(C)c(C)n2CC(O)CN1CCCCC1C (stereo unspecified),-5,4,-1,-2.6,0.1,107,-3,0,1,1
COC(=O)c1ccc(Nc2nc(C)cc(=O)[nH]2)cc1,4,0,3,-1.0,0.1,97,4,-1,2,x
Cc1cc(S(=O)(=O)N2CCCCC2CCNC(=O)C(=O)NCc2cccnc2)ccc1F (stereo unspecified),1,6,-1,-0.5,0.7,99,5,-2,-2,-12
CC(=O)C1C(c2ccc([N+](=O)[O-])cc2)c2c(noc2C)CC1(C)O (stereo unspecified),-1,-2,3,-0.8,-0.2,101,1,4,1,-4
Cc1cc(/C=N/NC(=O)c2cccc(F)c2)c(C)n1-c1ccccc1,-4,2,x,0.4,-0.3,100,8,0,-14,-7
Cc1cc(NC(=O)C(C)SCC(=O)N(Cc2ccccc2)c2ccccc2)no1 (stereo unspecified),11,5,1,-0.2,0.0,102,7,-4,-11,-6
Cc1sc2nc(COC(=O)c3ccc(N4CCCC(C)C4)c([N+](=O)[O-])c3)[nH]c(=O)c2c1C (stereo unspecified),8,-5,-2,1.0,0.1,103,-7,-7,0,-2
O=C(NN1C(=O)/C(=C/c2ccc(O)cc2)SC1=S)c1ccccc1O,-3,10,-4,-0.5,-0.2,120,7,7,0,-27
CCOC(=O)c1cc2ccccc2n1CC(=O)c1ccccc1,2,-4,0,1.0,0.2,96,7,-9,3,-19
c1ccc(-n2c(-c3ccco3)nnc2-c2ccco2)cc1,-1,-6,u,-3.8,0.1,100,-8,7,-1,-5
